mIAP block: mouse IAP inhibition | purified mouse IAP, CDP-Star luminescence, 30 min | inhibition, % at 10 µM | 330,000 compounds, 0.2% hits | AID 2806;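 active = inhibition of at least 40% at 10 µM in the primary screen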;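 note: plate controls were DMSO with enzyme for no effect and no enzyme wells for full effect; values of inactives mirror those of a sister screen read the other way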
A3A deaminase: blocks human APOBEC3A ssDNA deamination; 330,000 compounds, 0.41% hits; P31941; AID 493011; recombinant A3A, FAM/TAMRA ssDNA deamination fluorescence; inhibition, % at 20 µM;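 active = at least 40% inhibition at 20 µM here, with at most 30% in a related deaminase screen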;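 note: plate controls were A3A with DMSO for no effect and wells lacking A3A enzyme for full effect; some results filed as inactive read as strong as hits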
hIAP activ: human IAP activation; purified human IAP, CDP-Star luminescence, 30 min; hits give high values; 1 = vehicle-only enzyme, 0 = enzyme-free background; activation factor at 10 µM; 330,000 compounds, 0.16% hits;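 active = activation factor of the enzyme at least 2-fold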; note: the source names both 10 and 20 µM as test concentration; values of inactives mirror those of a sister screen read the other way
Target sequence (P09923 whole entry, looked up): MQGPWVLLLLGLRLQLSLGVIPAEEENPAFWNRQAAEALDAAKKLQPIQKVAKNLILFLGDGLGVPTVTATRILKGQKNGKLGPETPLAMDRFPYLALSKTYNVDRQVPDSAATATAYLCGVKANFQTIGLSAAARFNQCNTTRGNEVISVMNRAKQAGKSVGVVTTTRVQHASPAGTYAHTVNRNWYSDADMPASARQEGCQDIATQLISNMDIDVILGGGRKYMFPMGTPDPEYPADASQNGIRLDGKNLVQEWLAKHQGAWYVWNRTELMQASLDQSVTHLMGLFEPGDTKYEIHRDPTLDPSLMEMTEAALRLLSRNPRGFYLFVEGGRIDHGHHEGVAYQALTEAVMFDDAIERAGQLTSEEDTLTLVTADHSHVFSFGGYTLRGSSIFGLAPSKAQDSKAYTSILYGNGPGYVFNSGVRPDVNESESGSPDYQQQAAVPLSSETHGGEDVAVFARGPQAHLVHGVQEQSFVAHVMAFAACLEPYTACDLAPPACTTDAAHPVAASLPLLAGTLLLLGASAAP
NR3A LBD binder: modulates the human NR3A ligand-binding domain; 340,000 compounds, 2.5% hits; Tm shift relative to glycine control, % at 25 µM; NR3A LBD differential scanning fluorimetry, Tm shift; 0% = protein alone, 100% = glycine-bound protein;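 active = melting temperature shift of at least 10% of the positive control shift, at one fixed dose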
A3G deaminase: inhibitors of human APOBEC3G DNA deaminase; recombinant A3G, ssDNA deamination FAM/TAMRA fluorescence; inhibition, % at 20 µM; 330,000 compounds, 0.28% hits; AID 493012;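 active = inhibition of at least 40% at 20 µM, with no more than 30% in the related APOBEC3A deaminase screen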;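 note: plate controls were DMSO wells with A3G for no effect and wells lacking A3G enzyme for full effect; some compounds called inactive have numbers as strong as hits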
Target sequence (Q9HC16 whole entry, looked up): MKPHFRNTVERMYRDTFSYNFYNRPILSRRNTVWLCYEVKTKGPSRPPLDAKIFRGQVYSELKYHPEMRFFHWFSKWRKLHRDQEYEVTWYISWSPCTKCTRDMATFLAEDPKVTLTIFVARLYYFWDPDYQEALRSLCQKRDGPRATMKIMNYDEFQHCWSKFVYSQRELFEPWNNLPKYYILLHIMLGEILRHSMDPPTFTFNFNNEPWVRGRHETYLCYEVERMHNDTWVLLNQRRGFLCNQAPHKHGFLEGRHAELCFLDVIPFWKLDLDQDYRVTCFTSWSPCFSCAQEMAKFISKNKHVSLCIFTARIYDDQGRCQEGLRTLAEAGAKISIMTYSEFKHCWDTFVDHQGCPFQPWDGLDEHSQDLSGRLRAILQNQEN
hIAP inh: blocks human intestinal alkaline phosphatase; purified IAP, CDP-Star luminescence, 30 min; inhibition, % at 10 µM; 330,000 compounds, 0.12% hits; AID 2544;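 active = inhibition reaching a set limit with compound at 10 µM in the primary screen, cut at about 35% in these data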;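 note: plate controls were DMSO wells with enzyme for no effect and no-enzyme buffer wells for full effect; values of inactives mirror those of a sister screen read the other way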
mIAP activ: mouse IAP activation; muIAP, CDP-Star luminescence, 30 min; hits give high values; 1 = vehicle-only enzyme signal, 0 = enzyme-free wells; activation factor at 10 µM; 330,000 compounds, 0.24% hits; AID 2805;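 active = activation factor of at least 2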; note: the source names both 10 and 20 µM as test concentration; values of inactives mirror those of a sister screen read the other way
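System: Mouse IAP enzyme | Also added: CDP-Star substrate | Dosing: Compounds dispensed in DMSO | Schedule: 30 min enzyme-substrate-compound incubation at room temperature | Technique: Chemiluminescence readout | Control set: DMSO-only wells and no-enzyme negative control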
MPTP block: inhibitors of mitochondrial permeability transition pore; isolated mouse mitochondria, Ca2+ swelling absorbance, 30 min; inhibition, % at 10 µM; 360,000 compounds, 1.4% hits;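 active = inhibition of 50% or more, scaled per plate between neutral and stimulator controls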;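 note: 0% = DMSO wells given calcium and 100% = 1 mM EGTA wells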
beta cell repl: inducers of beta-cell replication in MIN6 cells; MIN6 cells proliferation, ATPlite luminescence, 48 h; cells starved in 0.2% serum; 100% = growth in 10% serum; 330,000 compounds, 0.29% hits; proliferation, % at 10 µM;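 active = compounds whose signal lies at least 3.5 SD above the mean of all wells on their plate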;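 note: 0% = DMSO-treated cells in low-serum medium and 100% = 10% serum control; some compounds called inactive have numbers as strong as hits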
* = called active by the depositor.

SMILES | mIAP block | A3A deaminase | hIAP activ | NR3A LBD binder | A3G deaminase | hIAP inh | mIAP activ | MPTP block | beta cell repl
O=C(CN(Cc1ccccc1Cl)C(=O)c1csnn1)NCc1ccc(F)cc1 | -1 | -2 | 0.98 | 1 | -8 | 2 | 1 | -1.0 | 0
O=S(=O)(C/C(=C/CO)S(=O)(=O)c1ccccc1)c1ccccc1 | -6 | -5 | 1.1 | 0 | -5 | -12 | 1.1 | -1.4 | -6
C=C(CO)C1Cc2cc(C(C)=O)ccc2O1 (stereo unspecified) | 38 | -3 | 1 | -3 | -7 | -3 | 0.62 | -1.0 | -6
O=C(COc1cccnc1[N+](=O)[O-])N1CCc2ccccc2C1 | -1 | -3 | 0.96 | -2 | -6 | 4 | 1 | 2.2 | -2
COc1cccc(NC(=O)C2CCCN(S(=O)(=O)c3cccc4nonc34)C2)c1 (stereo unspecified) | 5 | -1 | 0.82 | -2 | -2 | 18 | 0.95 | -2.2 | 7
OC1(c2ccccc2)CNCCc2ccccc21 (stereo unspecified) | -7 | -3 | 0.83 | 1 | -10 | 17 | 1.1 | -2.1 | -1
CC(C)(C)c1cccc(C2(O)C(=O)c3ccccc3C2=O)c1O | 5 | 0 | 0.42 | -3 | -7 | 58* | 0.95 | 11 | 2
CC(=O)Nc1ccc(NC(=O)C(C)Sc2nc3nc(C)cc(C)n3n2)cc1 (stereo unspecified) | -4 | -2 | 1.1 | 2 | -6 | -8 | 1 | -0.8 | -1
C/C(=N\NC(=O)c1ccc(OC2CCCC2)cc1)c1ccc(O)cc1 | 1 | -1 | 1.1 | -13 | -8 | -14 | 0.99 | 0.2 | 0
NNC(=O)Cn1nc(Cc2ccccc2)n(N)c1=O | -5 | -6 | 1 | 3 | -11 | -4 | 1 | -3.8 | -4

Compound profiles, from the list above.
Shown for CC(C)(C)c1cccc(C2(O)C(=O)c3ccccc3C2=O)c1O = mIAP block: 5; A3A deaminase: 0; hIAP activ: 0.42; NR3A LBD binder: -3; A3G deaminase: -7; hIAP inh: 58*; mIAP activ: 0.95; MPTP block: 11; beta cell repl: 2
Shown for CC(=O)Nc1ccc(NC(=O)C(C)Sc2nc3nc(C)cc(C)n3n2)cc1 (stereo unspecified) = mIAP block: -4; A3A deaminase: -2; hIAP activ: 1.1; NR3A LBD binder: 2; A3G deaminase: -6; hIAP inh: -8; mIAP activ: 1; MPTP block: -0.8; beta cell repl: -1

Going on with the list.
SMILES | mIAP block | A3A deaminase | hIAP activ | NR3A LBD binder | A3G deaminase | hIAP inh | mIAP activ | MPTP block | beta cell repl
CC(=O)Oc1cccc(/C=c2\sc3nc(-c4ccco4)nn3c2=O)c1 | 29 | 40 | 0.74 | 3 | 17 | 26 | 0.71 | -3.3 | -2
C=CCn1c(COc2ccc(F)cc2)nnc1SCC(=O)NC1CC1 | -4 | 0 | 1 | 0 | -4 | 0 | 1 | -1.0 | 3
Cc1c(C(=O)Nc2ccc(N3CCOCC3)cc2)cccc1[N+](=O)[O-] | 2 | 2 | 1 | 1 | -10 | -4 | 0.97 | 0.3 | 1
COc1ccccc1NS(=O)(=O)c1cccc(C(=O)N/N=C(\C)c2cccnc2)c1 | -4 | 1 | 0.96 | -2 | -5 | 4 | 1 | 0.2 | 4
O=C(NCC1CCCO1)C(Cc1ccccc1)N1C(=O)C2C3C=CC(C4CC34)C2C1=O (stereo unspecified) | 10 | -3 | 1.1 | 1 | -9 | -8 | 0.9 | -1.5 | -2
Cc1ccc(C)c(Cc2c(C)nc(C)[nH]c2=O)c1 | 4 | -2 | 0.93 | -3 | -2 | 7 | 0.96 | 1.5 | 3
Cc1nn(Cc2c(F)c(F)c(F)c(F)c2F)c(C)c1NC(=O)c1cccc(COc2ccc(Cl)cc2)c1 | -2 | -1 | 0.93 | -1 | -1 | 7 | 1 | -2.5 | -5
CSc1ccc(NC(=O)N2CC(C)OC(C)C2)cc1 (stereo unspecified) | 8 | -2 | 1 | 0 | -7 | -4 | 0.92 | -9.5 | -3
O=C(NCc1ccccn1)C1CCN(S(=O)(=O)c2ccc(Br)cc2)CC1 | -8 | -5 | 1.2 | -1 | -9 | -18 | 1.1 | 0.4 | -2
COc1ccc(NC(=O)C(NC(=O)c2ccc(C)cc2)c2ccccc2)cc1 (stereo unspecified) | 0 | 0 | 0.96 | -1 | -4 | 4 | 1 | -1.3 | -2
COc1ccc(S(=O)(=O)N2CCN(C(C)C(=O)Nc3ccc(C(C)C)cc3)CC2)cc1 (stereo unspecified) | -19 | 2 | 1 | -5 | 0 | -2 | 1.2 | 0.5 | -5
COc1cc(C(=O)NNC(=O)CNC(=O)C2CCCCC2)ccc1OC(C)C | -6 | -2 | 1.1 | 2 | -6 | -12 | 1.1 | -1.0 | 2
COc1ccc(/C=N/NC(=O)c2ccc(Br)cc2)c(OC)c1 | 8 | -2 | 0.95 | 1 | -2 | 5 | 0.92 | -1.7 | -2
O=C1C=C(c2cc(Cl)cc(Cl)c2)C[C@@H](c2ccc3c(c2)OCO3)C1 | 10 | 0 | 0.89 | 0 | -4 | 11 | 0.9 | 1.1 | -6
O=S(=O)(NCc1ccccc1)c1cccs1 | -5 | 0 | 0.84 | -2 | 3 | 16 | 1.1 | -4.1 | -3
O=C(NC(=S)N1CCCCC1)c1cccnc1 | -7 | -6 | 1.1 | 2 | -5 | -9 | 1.1 | -0.3 | -3
COc1ccc(C(CCc2ccc(C)o2)NC(=O)Nc2ccc(OC)cc2OC)cc1 (stereo unspecified) | -104 | -2 | 0.83 | -1 | -9 | 17 | 2* | -1.6 | -3
CSc1ncccc1C(=O)OCC(=O)NCCc1ccccc1 | -5 | -3 | 0.85 | 2 | -5 | 15 | 1 | -2.1 | -3
O=C(NNC(=S)Nc1ccccc1)C1CC1 | -6 | 9 | 1.3 | -2 | -5 | -30 | 1.1 | -1.6 | -3
COC(=O)c1cc(-c2ccc(S(=O)(=O)N3CCCC(C)C3)cc2)c(C(F)(F)F)s1 (stereo unspecified) | 6 | -1 | 1 | -1 | -8 | 0 | 0.94 | 5.8 | -1
COc1ccccc1C(c1c(O)nc(SC)[nH]c1=O)c1c(O)nc(SC)[nH]c1=O | -12 | -4 | 1 | 0 | -5 | -2 | 1.1 | 1.9 | -2
CCC(NC(=O)c1ccccc1NC(=O)c1ccc(OC)cc1)C(=O)N1CCCC1 (stereo unspecified) | 6 | -3 | 0.9 | 2 | -5 | 10 | 0.94 | 5.4 | -3
CC1(C)CC(=O)c2cnc(NC(=O)CCc3ccccc3)nc2C1 | -1 | -3 | 0.92 | 3 | -3 | 8 | 1 | -1.7 | 0
CCOC(=O)c1ccc(NC(=O)c2nn(CC)cc2Br)cc1 | 4 | 0 | 0.78 | 8 | -7 | 22 | 0.96 | -2.5 | 0
Cc1nn(C)cc1/C=C1\SC(=S)NC1=O | 6 | -2 | 1 | -1 | -5 | 0 | 0.94 | -1.3 | -1
COc1cccc(N2CCN(C(=O)c3ccc4nc(N5CCCCC5)sc4c3)CC2)c1 | 4 | 1 | 0.92 | -3 | 2 | 8 | 0.95 | -0.2 | -3
COC(=O)c1ccc(C(C(=O)NCc2ccccc2)N(Cc2ccco2)C(=O)c2cnccn2)cc1 (stereo unspecified) | 1 | 2 | 0.98 | -6 | -6 | 2 | 0.99 | -0.2 | -2
CCN1C(=O)[C@H]2[C@@H](c3ccc(C)cc3)N3C(=O)N(c4ccc(C(F)(F)F)cc4)C(=O)[C@@]3(CC)[C@H]2C1=O | -3 | 1 | 1 | -1 | 3 | -3 | 1 | -2.4 | 2
CC(C)c1ccc(NC(=O)COC(=O)[C@@H]2CCCN2C(=O)c2cccs2)cc1 | -1 | -1 | 1 | 2 | -4 | -2 | 1 | 0.5 | -4
COc1ccc(CNC2=CC(=O)CC(C)(C)C2)cc1 | 1 | -3 | 1.1 | -3 | -4 | -14 | 0.99 | 1.3 | 0
COc1ccc(Nc2cc(C)nc3nc(C)nn23)c(OC)c1 | 5 | -1 | 0.92 | -3 | 5 | 8 | 0.95 | -1.6 | -3
CCOC(=O)C1=C(C)N=C(/N=C/N(C)C)SC1c1ccccc1 (stereo unspecified) | 6 | -1 | 0.92 | -10 | -6 | 8 | 0.94 | -0.6 | 0
CCOC(=O)/C(C#N)=C/C1=C(N2CCOCC2)CC(C)(C)OC1 | 4 | -2 | 0.9 | 1 | -4 | 10 | 0.96 | 0.8 | -3
CCCCOc1ccc(/C=N/NC(=S)Nc2cc(C)ccc2C)cc1 | 1 | 3 | 0.9 | 4 | 5 | 10 | 0.99 | 13 | -4
CC(C)C(=O)Nc1ccc(Cc2ccc(NC(=O)C(C)C)c(O)c2)cc1O | 6 | -1 | 0.96 | -8 | 1 | 4 | 0.94 | 4.5 | -1
O=C(NNC(=S)NC(=O)c1ccc(F)cc1)c1cccnc1 | 20 | -2 | 1.7 | -2 | 0 | -70 | 0.8 | -0.7 | -3
CC(=O)c1c(C)[nH]c(C(=O)NCCc2ccccc2)c1C | 0 | 0 | 1.1 | -1 | -1 | -7 | 1 | -3.1 | -2
COCc1cc(=O)[nH]c(N2CCN(Cc3ccc4c(c3)OCO4)CC2)n1 | -6 | 0 | 1.1 | -1 | -5 | -6 | 1.1 | -0.4 | -1
CCCCN(CCCC)C(=S)NC(=O)C(C)(C)C | -1 | 0 | 1 | -5 | -3 | -3 | 1 | 3.3 | 4
O=C(CSc1ccccc1F)OCC(=O)N1CCN(C(=O)c2ccco2)CC1 | 0 | 4 | 1.2 | 0 | 2 | -18 | 1 | -0.4 | -3
COc1cc(NC(=O)C(Cc2ccccc2)n2cccc2)cc(OC)c1 (stereo unspecified) | -109 | -2 | 1.2 | -7 | -7 | -19 | 2.1* | 15 | -2
C/C(=N\NC(=S)Nc1ccccc1C)c1cc2ccccc2o1 | 12 | -3 | 1.1 | -5 | -5 | -8 | 0.89 | 2.9 | -5
Cn1c(SCc2ccccn2)nc2c1c(=O)[nH]c(=O)n2C | 2 | -4 | 0.82 | -5 | -7 | 18 | 0.98 | -0.9 | 7
CCCCCCCC1(C)NC(=O)N(c2ccccc2)N1 (stereo unspecified) | 0 | -3 | 0.88 | 1 | -4 | 12 | 1 | 2.2 | 1
CCC1C(=O)Nc2ccccc2N1C(=O)COc1ccccc1 (stereo unspecified) | 5 | 0 | 0.96 | -1 | -7 | 4 | 0.95 | 0.6 | 0
CCC1CN(C(=O)N2CCC(C(=O)NCCc3ccc(OC)c(OC)c3)CC2)c2ccccc2O1 (stereo unspecified) | 7 | 1 | 1.4 | -4 | -2 | -36 | 0.93 | 1.6 | 0
CCC(C)(C)c1nnc(NC(=O)CCC2CCCCC2)s1 | 6 | -3 | 0.84 | 1 | -8 | 16 | 0.94 | 0.3 | -2
O=C(O)c1nn(CCOc2cccc(Br)c2)c(=O)c2ccccc12 | 3 | -4 | 0.84 | -10 | -10 | 16 | 0.97 | 0.3 | 0
COc1ccc(Cl)cc1NC(=O)C(C)OC(=O)C1=NNC(=O)CC1 (stereo unspecified) | -6 | -5 | 0.93 | -2 | -10 | 7 | 1.1 | -0.6 | -1
CCC1=C(OC(=O)N(CC)CC)N2C(=O)OC(=NCCc3c[nH]c4ccccc34)[C@]2(Cc2ccccc2)[C@H]2C1=CC[C@H]1C(=O)N(C)C(=O)[C@H]12 | 16 | -4 | 1.2 | -6 | -2 | -19 | 0.84 | -0.7 | -9
